Compound activity as filed in PubChem BioAssay.
aSyn yeast inh – inhibitors of alpha-synuclein toxicity in yeast | actives 0.14% (n = 370,000) | Yeast expressing alpha-synuclein, growth rescue, BacTiter-Glo, 24 h | Potency, µM (titrated, usually from 46.1 µM), for inactives: at the top dose growth rescue (activation), most hits filed as activators; further: potency means the concentration at half of the fitted maximal effect; % of control where 0% means no effect; nearly all actives have a fitted effect of over 65% in size
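Rescue of yeast growth: cells expressing toxic alpha-synuclein, induced in galactose at OD600 0.02, incubated with compound 24 h at 30 C. ATP luminescence quantified growth; inhibitors of toxicity appear as activators.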
TDP-43 yeast inh – rescues yeast growth from TDP-43 toxicity. AID 652104. actives 1.8% (n = 410,000). Potency, µM (highest dose often 46.1 µM), for inactives: at the top dose growth rescue (activation), usual class: activators. TDP-43 expressing yeast growth rescue, BacTiter-Glo, 24 h; further: potency means the concentration at half of the fitted maximal effect; % of control where 0% means no effect; nearly all actives have a fitted effect of over 50% in size
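Luminescence from BacTiter-Glo reports growth of TDP-43-expressing yeast after 24 hr at 30 deg C with compound. Cells were raffinose-pregrown to mid-log, then seeded in galactose medium at OD600=0.02.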
DRD3 agonist – activates the human D3 dopamine receptor; P35462; D3R DiscoveRx beta-arrestin cells, luminescence, 90 min; max activation, %; actives 0.58% (n = 410,000); in the data active means max activation above about 30%; further: 0% is about no effect; mostly tested at two doses, the higher about 12 µM
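Agonist mode: compounds and dopamine controls were applied to plated cells for 90 min at 37 degrees C after an overnight attachment at 1500 cells/well. Luminescent read-out followed 30 - 60 minutes at room temperature with DiscoveRx detection reagent.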
GLP1R inv ag – acts as inverse agonist at human GLP-1 receptor | actives 1.6% (n = 410,000) | Potency, µM (doses to about 38.3 µM), without a hit: at the highest dose activity change, negative = inhibition, usual class: inhibitors | HEK293 GLP-1R CRE-luciferase, luminescence, 24 h; GLP-1R form is constitutively active; further: potency means the concentration at half of the fitted maximal effect; on the % scale 0 is the no-effect control and ±100 the full control effect; nearly all actives have a fitted effect of over 55% in size
Target sequence (P43220 whole entry, looked up): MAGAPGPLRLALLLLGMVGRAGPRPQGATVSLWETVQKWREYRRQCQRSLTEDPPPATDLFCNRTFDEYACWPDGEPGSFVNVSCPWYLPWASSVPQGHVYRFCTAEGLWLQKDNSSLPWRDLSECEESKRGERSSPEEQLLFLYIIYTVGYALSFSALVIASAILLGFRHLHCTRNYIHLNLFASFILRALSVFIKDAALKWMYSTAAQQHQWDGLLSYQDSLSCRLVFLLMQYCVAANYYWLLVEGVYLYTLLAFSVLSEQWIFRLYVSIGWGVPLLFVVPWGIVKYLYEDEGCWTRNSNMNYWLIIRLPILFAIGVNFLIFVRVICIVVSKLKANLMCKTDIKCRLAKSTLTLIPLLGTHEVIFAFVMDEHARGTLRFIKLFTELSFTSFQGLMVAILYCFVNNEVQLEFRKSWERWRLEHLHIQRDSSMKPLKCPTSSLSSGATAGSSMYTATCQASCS
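Inverse agonism was detected as reduced cAMP-driven luciferase luminescence after 24 h compound treatment. The cells were HEK293 clones expressing constitutively active human GLP-1R with the reporter. Reporter-only and GPR119 cell lines served as counterscreen controls.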
PTHR1 ag – activates the human parathyroid hormone receptor PTHR1; AID 743266; actives 0.075% (n = 410,000); HEK293 GP2 PTHR1 cells, GloSensor cAMP luminescence, 1 h; Potency, µM (titrated, usually from 115 µM), for inactives: top-dose activation, most hits filed as activators; further: potency means the concentration at half of the fitted maximal effect; nearly all actives have a fitted effect of over 55% in size; some results filed as inactive show a strong effect at the top dose; inactives centre near -15; many of its hits are not listed in these tables
Target sequence (Q03431 whole entry, looked up): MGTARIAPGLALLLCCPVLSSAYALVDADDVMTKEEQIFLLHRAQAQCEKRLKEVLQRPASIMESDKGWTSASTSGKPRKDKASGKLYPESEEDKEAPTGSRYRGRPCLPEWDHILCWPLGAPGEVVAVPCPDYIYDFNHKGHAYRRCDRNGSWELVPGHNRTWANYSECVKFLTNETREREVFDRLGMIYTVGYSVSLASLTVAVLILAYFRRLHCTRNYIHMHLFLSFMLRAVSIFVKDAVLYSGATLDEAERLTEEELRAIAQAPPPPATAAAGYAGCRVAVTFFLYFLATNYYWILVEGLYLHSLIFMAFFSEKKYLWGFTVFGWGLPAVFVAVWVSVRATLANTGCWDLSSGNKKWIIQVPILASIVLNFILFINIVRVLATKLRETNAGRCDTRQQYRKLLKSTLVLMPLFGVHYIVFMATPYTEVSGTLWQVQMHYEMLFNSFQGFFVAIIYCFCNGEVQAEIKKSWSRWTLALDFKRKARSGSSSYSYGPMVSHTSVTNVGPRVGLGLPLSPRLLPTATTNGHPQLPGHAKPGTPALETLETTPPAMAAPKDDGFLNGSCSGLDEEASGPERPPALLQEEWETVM
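HEK-293-derived GP2 cells expressing PTHR1 and a GloSensor cAMP reporter, 3,000/well, plated overnight, given luciferin plus IBMX (each 0.5 mM as added) for 1 h at 37 °C, then compound for 1 h at 37 °C. Luminescence was read after 15 min at room temperature.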
KB-V1 MDR tox – KB-V1 MDR subline cytotoxicity; KB-V1 MDR cells viability, CellTiter-Glo, 72 h; Potency, µM (top dose mostly 46.1 µM), inactives show at the highest dose activity change, negative = cytotoxicity, most hits filed as cytotoxic; actives 3.4% (n = 400,000); AID 1347076; further: potency means the concentration at half of the fitted maximal effect; on the % scale 0 is the no-effect control and ±100 the full control effect; nearly all actives have a fitted effect of over 60% in size
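KB-V1, DMEM (no phenol red) + 10% FBS; cpd pin-transferred, titration series; 72 h, 37 degrees C; CellTiter-Glo, luminescence. Data normalized, curve-fit.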
GLP-1R agonist – GLP-1 receptor (human) agonism. P43220. HEK293 GLP-1R CRE-luciferase, luminescence, 4-6 h; cells express a hypersensitive GLP-1R form. Potency, µM (doses to about 45.6 µM), without a hit: at the highest dose activation, most hits filed as activators. actives 0.007% (n = 380,000). AID 624172; further: potency means the concentration at half of the fitted maximal effect; % of control where 0% means no effect
D3 antag – antagonists of human D3 dopamine receptor | P35462 | max response, negative = inhibition, % | actives 2.5% (n = 360,000) | D3R cells, DiscoveRx beta-arrestin luminescence, antagonist mode; stronger effect = lower value | AID 652054; in the data active means max response below about -50%; inconclusive means no clear call, values can overlap the other calls; further: on the % scale 0 is the no-effect control and ±100 the full control effect; mostly tested at two doses, the higher about 12 µM
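Cells expressing the human receptor were seeded at 1500 cells/well, incubated overnight at 37 degrees C in 5% CO2, then exposed to library compounds with dopamine controls for 90 minutes at 37 degrees C before luminescent detection.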
GLP1R cytotox – cytotoxic in the GLP-1 receptor inverse agonist counter-screen; actives 0.13% (n = 410,000); AID 624418; HEK293 cAMP-luciferase reporter cells, luminescence, 24 h; Potency, µM (doses to about 38.3 µM), without a hit: at the top dose activity change, negative = inhibition, most hits filed as inhibitors;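 further: loss of luciferase light is scored as toxicity; potency means the concentration at half of the fitted maximal effect; on the % scale 0 is the no-effect control and ±100 the full control effect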
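MLSMR compounds, 24 hr on cells at 37 deg C/5% CO2; luminescence after luciferase reagent (12 min RT). Inhibition counted as the undesired cytotoxic outcome.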
Active calls of the source: *; i = inactive; u = inconclusive; x = not tested or not shown; [ ] = dose if it differs, or a comment. Unless noted, the call rests on the fitted dose curve; in most records, active means well fitted curve in the direction sought with a large enough effect; inconclusive means small, poorly fitted or top-dose-only effect, or another doubt; inactive means no such curve, though single readings can be large; an effect the other way counts as inactive or inconclusive. Not all compounds are listed; count on the stated rates, not on these rows.

Sequence of screens – aSyn yeast inh, TDP-43 yeast inh, DRD3 agonist, GLP1R inv ag, PTHR1 ag, KB-V1 MDR tox, GLP-1R agonist, D3 antag, GLP1R cytotox
- COc1ccc(OC)c(N(C)S(=O)(=O)c2ccc3c(c2)NC(=O)CC(=O)N3)c1
  x, 13.6%, 2.9, 9.0%, i, u, x, x, 10.4%
- COc1ccccc1NS(=O)(=O)c1cc(C(=O)NCC(c2ccco2)N(C)C)ccc1C (stereo unspecified)
  -3.5%, -7.6%, -29.0, u, -0.7%, u, 8.0%, u, -1.4%
- Nc1c(Cl)cc(-c2csc(N3CCCC3c3nc4cc(Cl)c(Cl)cc4n3CCOCCO)n2)cc1Cl (stereo unspecified)
  -2.5%, 0.0%, -7.6, 10.4%, -1.5%, 25.4%, 15.5%, -13.0, 5.7%
- COc1ccc(S(=O)(=O)n2nc(OC(=O)c3c(-c4ccccc4Cl)noc3C)cc2N)cc1
  -2.5%, -2.4%, -8.7, u, -23.8%, 3.9%, -19.1%, -7.3, -11.7%
- O=C(NC(=S)N1CCCCC1c1cccnc1)c1ccc(F)cc1 (stereo unspecified)
  1.6%, 4.0%, 2.1, 59.8%[activator], -5.7%, 3.3%, 1.9%, 4.1, u
- COc1cc(C2C(C(=O)c3ccc(C)o3)=C(O)C(=O)N2c2cc(C)on2)cc(Br)c1O (stereo unspecified)
  4.4%, 1.7%, 0.4, -19.3%, i, 9.0%, -17.1%, -57.3*, -23.0%
- C[C@]12C(=O)N(c3ccccc3)C(=O)N1[C@@H]1c3ccccc3OC[C@@H]1[C@H]2c1ccccc1
  20.6%, 16.9%, 5.4, u, i, -3.6%, -1.8%, -6.9, -3.2%
- CCN1C(=O)[C@@H]2[C@@H](c3ccc(-c4ccc5c(c4)OCO5)c(OC)c3)N3CCCC[C@@]3(C(=O)OC)[C@@H]2C1=O
  3.2%, 20.5%, 3.3, -17.0%, -6.2%, 10.4%, 11.7%, 5.4, -5.5%
- OC(COc1ccc(OCC(O)CN2CCCCCC2)cc1)CN1CCCCCC1 (stereo unspecified)
  1.3%, 18.9%, -16.2, u, i, -6.0%, -11.7%, 0.0, u
- CCCS(=O)(=O)N1CCCC(C(=O)Oc2ccc(C)c(C)c2)C1 (stereo unspecified)
  -2.0%, u, 1.4, 9.5%, i, -1.2%, 0.4%, 16.6, 12.0%

Among those listed so far, these contain a carbonyl joined to an NH by a bond outside any ring:
Sequence of screens – aSyn yeast inh, TDP-43 yeast inh, DRD3 agonist, GLP1R inv ag, PTHR1 ag, KB-V1 MDR tox, GLP-1R agonist, D3 antag, GLP1R cytotox
- COc1ccccc1NS(=O)(=O)c1cc(C(=O)NCC(c2ccco2)N(C)C)ccc1C (stereo unspecified)
  -3.5%, -7.6%, -29.0, u, -0.7%, u, 8.0%, u, -1.4%
- O=C(NC(=S)N1CCCCC1c1cccnc1)c1ccc(F)cc1 (stereo unspecified)
  1.6%, 4.0%, 2.1, 59.8%[activator], -5.7%, 3.3%, 1.9%, 4.1, u

Additional structures
Sequence of screens – aSyn yeast inh, TDP-43 yeast inh, DRD3 agonist, GLP1R inv ag, PTHR1 ag, KB-V1 MDR tox, GLP-1R agonist, D3 antag, GLP1R cytotox
- Cc1ccc(C)c(SCC(=O)Nc2nnc(-c3ccccc3)o2)c1
  17.6%, 12.1%, 5.1, 9.8%, -19.9%, u, -15.5%, 15.1, 0.3%
- CN(CC(=O)Nc1ccccc1Cl)C(=O)c1ccc(N2CCCCCC2)c([N+](=O)[O-])c1
  15.9%, 18.4%, -2.2, u, -21.9%, -25.9%, -6.1%, -4.7, -7.6%
- Nc1nnc(SCC(=O)N2CCc3ccccc3C2)s1
  -7.8%, 13.7%, -2.7, -5.0%, -10.7%, 20.0%, 0.5%, -5.2, 19.3%
- CCCCOc1ccc(C(=O)Nc2ccc(N3CCN(C(=O)C(C)C)CC3)cc2)cc1
  -0.8%, -1.6%, -4.0, u, -27.9%, -20.8%, 1.8%, 22.7, -4.3%
- COc1ccccc1NC(=O)Cc1noc(CSc2n[nH]c(N)n2)n1
  -0.8%, 7.6%, 1.9, 16.7%, i, 6.5%, -2.7%, 6.9, -14.3%
- CC[C@]12c3[nH]c4ccc(OC)cc4c3CCN1C(=O)C(CC(=O)NCc1ccc(OC)c(OC)c1)C[C@@H]2C(=O)N1CCN(C(=O)C2CC2)CC1 (stereo partly specified)
  -2.1%, 16.3%, 2.0, 5.1%, i, u, 5.2%, 2.7, -9.6%
- c1ccc(C[C@H]2CN=C(Nc3ccccc3)N2CCC2CCCC2)cc1
  0.2%, 8.5%, -37.7, u, -32.7%[inhibitor], -12.2%, 13.5%, -3.1, -1.4%
- Fc1cccc(CCN2CCNC[C@H]2Cc2cccc3ccccc23)c1
  -9.2%, -28.3%, 19.9, -16.8%, -25.7%, -1.1%, -5.3%, 26.7, -0.5%
- O=C1CC(=O)Nc2cc(S(=O)(=O)NCc3cccs3)ccc2N1
  -2.3%, -3.4%, 2.9, -6.7%, i, u, -2.1%, 8.7, -19.9%
- Cc1cccc(S(=O)(=O)Nc2nc3ccccc3nc2Nc2ccc3c(c2)OCO3)c1
  -7.8%, -8.4%, 12.5, -12.9%, -33.3%[inhibitor], -2.8%, -1.0%, 22.5, 0.2%
- Cc1cc(C(=O)Cn2nnc3ccccc3c2=O)c(C)n1-c1ccccc1F
  0.7%, -2.3%, 4.6, u, -20.3%, u, -10.0%, -29.7, 3.4%
- COc1cccc(CNC(=O)CN(C)S(=O)(=O)c2ccc(Br)s2)c1
  9.5%, 6.9%, 7.3, u, i, 1.3%, 4.9%, -14.6, -7.7%
- CC(=O)c1cccc(OCC(=O)N(CCC2=CCCCC2)c2c(N)n(Cc3ccccc3)c(=O)[nH]c2=O)c1
  -1.3%, 5.7%, -9.4, -23.9%, i, -22.5%, 4.2%, 37.4, -19.8%
- COc1ccc(Cl)cc1C(=O)NCC(c1ccco1)N(C)C (stereo unspecified)
  1.2%, 8.6%, -16.1, -27.9%, i, -3.3%, 7.1%, -78.6*, 0.0%
- COc1ccc(N2C(=O)c3ccccc3NC(=O)C2C(=O)Nc2ccc3c(c2)OCCO3)cc1 (stereo unspecified)
  8.6%, 10.8%, 4.6, 3.6%, -1.4%, 4.3%, x, 13.3, -3.6%
- CC(C)NC(=O)N1Cc2cc(C(=O)NC3CCC3)nc(-c3cccc(-c4cncnc4)c3)c2[C@H]1CCO
  -1.0%, -0.6%, -10.3, 19.8%, -7.2%, -10.6%, 4.9%, u, 8.6%
- Cc1c(Cl)cccc1N1C(=O)c2ccccc2C1=O
  2.8%, -9.2%, 22.1, 0.0%, -24.1%[57.5 µM], 5.8%, -11.9%, 8.3, -3.1%
- CCN(CC)S(=O)(=O)N1CCC(C(=O)NCc2ccc3c(c2)OCO3)CC1
  1.7%, 12.3%, 5.6, 14.0%, i, -6.7%, -1.3%, 5.9, -6.0%
- Cc1ccc(/C(O)=C2\C(=O)C(=O)N(C)C2c2ccccc2)cc1 (stereo unspecified)
  5.3%, 3.9%, 0.8, 11.0%, i, 0.0%, -0.7%, 32.8, 6.4%
- Cc1cc(C(=O)Nc2ccccc2N2CCOCC2)ccc1[N+](=O)[O-]
  -1.8%, u, 2.5, 2.3%, i, u, -0.9%, 11.0, -5.1%
- CCC(=O)c1ccc(OCC(=O)OC(C)C(=O)N2CCc3ccccc32)cc1 (stereo unspecified)
  -1.9%, -3.0%, -12.1, 16.6%, -15.2%, -0.3%, -13.3%, -6.6, 12.4%
- O=C(NCc1ccc2c(c1)OCO2)NC12CC3CC(CC(C3)C1)C2
  11.1%, -26.8%, -5.3, -0.3%[0.307 µM], -7.9%, -9.5%, 0.9%, -2.7, 11.0%[0.307 µM]
- O=C(C1CCN(CCCc2ccccc2)CC1)N(CCc1ccccc1)Cc1ccccc1
  1.8%, -11.3%, -12.7, 10µM*, -15.7%, u, -1.7%, u, u
- CCCNC(=O)C(=O)N/N=C/c1ccc(OCc2ccccc2)cc1
  -4.0%, 16.5%, -2.4, 6.6%, -13.5%, 7.8%, 3.8%, -20.9, 4.7%
- Fc1ccccc1NC(=S)N(CCN1CCCCC1)Cc1ccco1
  -11.7%, 6.6%, -13.4, u, -8.6%, u, 10.3%, -17.9, -3.1%
- C=C1CC[C@@H]2[C@](C)(CO)[C@H](O)CC[C@@]2(C)[C@@H]1/C=C/C1=CCOC1=O
  0.0%, 13.8%, -4.8, 3.7%, -39.0%[inhibitor], -6.2%, -7.3%, 10.8, 8.7%
- C[C@H](NC(=O)[C@@H]1CCCN1C(=O)[C@@H]1CCCN1C(=O)c1cccs1)c1ccccc1
  3.5%, 22.6%, -2.3, 25.5%, 0.7%, -24.4%, -0.7%, 2.3, 4.9%
- C=CCn1c(SCC(=O)Nc2cc(C)on2)nc2sc(CC)cc2c1=O
  -5.2%, -6.2%, 7.0, 14.8%, i, 0.0%, -19.8%, -14.1, -9.3%
- CC1c2[nH]c3ccccc3c2C[C@H]2C(=O)N(CCCO)CC(=O)N12 (stereo partly specified)
  0.2%, 18.4%, -1.1, 8.2%, i, 2.4%, -4.2%, 8.8, 6.9%
- COc1ccc([C@H]2N[C@]3(CCCN(Cc4ccc(F)cc4)C3=O)[C@H]3C(=O)N(Cc4ccccc4)C(=O)[C@@H]23)cc1
  0.0%, 5.7%, 0.2, -10.0%, -42.9%[inhibitor], 7.4%, 1.2%, 20.2, -15.1%
